Assay outcomes as filed in PubChem BioAssay.
CendR NRP1 mod: modulators of CendR peptide binding to NRP-1, primary screen, biochemical, fluorescence polarization, uHTS; Neuropilin-1 (Homo sapiens), O14786; FAM-RPARPAR peptide binding to NRP-1; inhibition, % at 25 µM; 360,000 compounds, 0.85% hits;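 active = inhibition or corrected inhibition above about 18%, plus a signal ratio from 0.5 to 1.5, limit read from the data, passing the limit was not always enough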; also: strong numbers were not always called active
Scp-1 inhibitor: Scp-1 phosphatase inhibitors, primary screen, biochemical, colorimetric, uHTS; Carboxy-terminal domain RNA polymerase II polypeptide A small phosphatase 1 (Homo …; Recombinant Scp1, phosphopeptide, malachite green phosphate absorbance; inhibition, % at 20 µM; 340,000 compounds, 0.88% hits; AID 493091, 2011;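 active = inhibition above about 50% at 20 µM, limit read from the data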;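 also: plate controls were DMSO wells with enzyme for no effect and wells lacking enzyme for full effect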
Target sequence (Q9GZU7 76-261 limits assumed): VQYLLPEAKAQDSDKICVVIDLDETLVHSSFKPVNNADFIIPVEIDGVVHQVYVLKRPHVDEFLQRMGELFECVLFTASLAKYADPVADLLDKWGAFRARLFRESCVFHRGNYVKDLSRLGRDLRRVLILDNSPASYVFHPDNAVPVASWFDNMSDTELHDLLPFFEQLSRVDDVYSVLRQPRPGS
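Material: truncated SCP-1 phosphatase (76-261aa) / Buffer or medium: 50 mM Tris acetate pH 5.5, 0.005% Tween-20, 10 mM MgCl2 / Compound dosing: one concentration, 20 µM, with 1.0% DMSO / Incubation: 45 min room-temperature reaction, 5 min colour, 30 min stabiliser / Detection: colorimetric free-phosphate detection, absorbance 630 nm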
SKN-1 block: suppressors of acrylamide-induced Pgst-4::GFP reporter in worms, primary screen, SKN-1 inhibitor project, whole organism, uHTS, GFP/RFP fluorescence ratio, strain VP596; C. elegans VP596 Pgst-4::GFP/RFP ratio, 24 h; inhibition, % at 21.8 µM; 360,000 compounds, 0.49% hits;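 active = interference check ratio from 0.5 to 1.5 plus GFP to RFP signal ratio inhibition reaching or exceeding a fixed threshold, cut at about 30% in these data, passing the limit was not always enough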; also: some compounds called inactive have numbers as strong as hits
LMPTP block: LMPTP phosphatase inhibitors, primary screen, biochemical, fluorescence intensity, uHTS. Low molecular weight phosphotyrosine protein phosphatase (Homo sapiens), P24666. recombinant LMPTP-A, OMFP fluorogenic substrate. inhibition, % at 20 µM. 360,000 compounds, 0.22% hits. AID 651560, 2012;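 active = compounds that cut the enzyme signal by at least half of the control window in the single-dose screen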;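 also: plate controls were DMSO wells with enzyme plus substrate for no effect and substrate without enzyme for full effect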
Target sequence (P24666 whole entry, looked up): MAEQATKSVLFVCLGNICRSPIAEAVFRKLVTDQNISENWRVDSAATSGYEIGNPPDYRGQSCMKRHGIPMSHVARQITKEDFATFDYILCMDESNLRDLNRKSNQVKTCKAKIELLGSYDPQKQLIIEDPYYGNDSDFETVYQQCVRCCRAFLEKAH
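Test system: LMPTP-A, protein tyrosine phosphatase of low molecular weight; Input: 0.625 nM enzyme; Incubation: 50 min dark incubation at room temperature; Signal: endpoint fluorescence intensity from OMFP dephosphorylation; Read-out basis: % inhibition versus control wells.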
DNMT1 inh: human DNMT1 methyltransferase inhibitors, primary screen, biochemical, molecular beacon, fluorescence, HinP1I cleavage, uHTS | DNA (cytosine-5)-methyltransferase 1 (Homo sapiens), P26358 | 360,000 compounds, 0.83% hits | AID 588458, 2011 | inhibition (reported as % activation of signal), % at 10 µM; in the data active = inhibition above about 50%
NadD block: inhibitors of S. aureus NadD, primary screen, biochemical, colorimetric, uHTS | purified NadD enzyme, colorimetric absorbance read-out | inhibition, % at 20 µM | 360,000 compounds, 0.78% hits; in the data active = inhibition above about 26%; also: some compounds past the cut are filed as inactive
TbMetRS inhib: T. brucei MetRS inhibitors, primary screen, biochemical, luminescence; methionyl-tRNA synthetase (Trypanosoma brucei brucei); purified T. brucei MetRS, ATP depletion, Kinase-Glo luminescence; inhibition, % at 11.9 µM; 360,000 compounds, 0.4% hits;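 active = inhibition above a per-plate cutoff of the control wells' mean inhibition plus 3 SD, cut at about 5.5% in these data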;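 also: 0% = DMSO wells median and 100% = median of wells with control inhibitor compound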
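Measured by: Kinase-Glo luciferase luminescence reporting remaining unconsumed ATP. Material: purified T. brucei MetRS enzyme. Doses: 11.9 µM compound single dose, 0.9% DMSO. Medium: HEPES buffer containing pyrophosphatase, BSA, spermine, DTT. Times: 15 min preincubation, 2 h reaction, all 25 °C. Reagent: methionine, ATP and bulk E. coli tRNA.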
SUMO1 PPI mod: modulators of SUMO1 protein-protein interactions, primary screen, biochemical, uHTS; Small ubiquitin-related modifier 1 (Homo sapiens), P63165; SUMO1 binding to a labelled peptide, TR-FRET, 1 h; 360,000 compounds, 0.33% hits; AID 602429, 2012; inhibition, % at 20 µM; in the data active = inhibition above about 37%
Target sequence (P63165 whole entry, looked up): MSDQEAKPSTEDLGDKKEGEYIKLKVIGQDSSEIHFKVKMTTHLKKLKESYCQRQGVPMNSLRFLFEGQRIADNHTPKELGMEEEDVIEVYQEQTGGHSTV
STEP block: STEP phosphatase inhibitors, primary screen, biochemical, fluorescence intensity, uHTS. Tyrosine-protein phosphatase non-receptor type 5 (Homo sapiens), P54829. recombinant STEP, OMFP fluorogenic substrate. inhibition, % at 20 µM. 360,000 compounds, 0.25% hits;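 active = inhibition at 20 µM, scaled per plate between control wells, above about 37%, limit read from the data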;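 also: 0% = DMSO with enzyme and substrate and 100% = substrate only without enzyme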
Target sequence (P54829 whole entry, looked up): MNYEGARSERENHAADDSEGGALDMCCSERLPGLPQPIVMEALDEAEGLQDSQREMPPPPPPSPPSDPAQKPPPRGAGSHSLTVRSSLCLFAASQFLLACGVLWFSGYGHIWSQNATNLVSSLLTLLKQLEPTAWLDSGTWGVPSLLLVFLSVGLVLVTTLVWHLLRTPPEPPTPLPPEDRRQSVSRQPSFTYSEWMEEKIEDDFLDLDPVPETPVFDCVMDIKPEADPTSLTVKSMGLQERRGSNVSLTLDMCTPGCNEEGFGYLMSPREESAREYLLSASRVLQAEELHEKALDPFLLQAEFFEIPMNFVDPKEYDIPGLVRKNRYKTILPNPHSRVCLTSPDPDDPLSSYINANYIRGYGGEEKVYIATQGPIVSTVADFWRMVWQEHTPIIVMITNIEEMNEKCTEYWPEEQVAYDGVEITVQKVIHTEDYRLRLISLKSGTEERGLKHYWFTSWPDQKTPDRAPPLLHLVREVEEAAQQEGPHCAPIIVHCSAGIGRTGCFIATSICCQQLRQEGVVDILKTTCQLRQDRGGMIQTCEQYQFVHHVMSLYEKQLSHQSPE
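Test system: STEP tyrosine phosphatase / Reagent: OMFP at 25 µM / Doses: 20 µM, 1% DMSO / Read-out: percent inhibition scaled to no-enzyme and uninhibited-enzyme controls, plate-pattern corrected / Detection: FITC-channel fluorescence of OMFP product / Medium: Bis-Tris buffer pH 6.0, 2.5 mM DTT, 0.005% Tween 20 / Schedule: 20 min at room temperature, dark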
Neddylation inh: inhibitors of cullin neddylation, primary screen, biochemical, TR-FRET, uHTS, NAE and Ubc12 | calls only at 25 µM | NEDD8-conjugating enzyme Ubc12 (Homo sapiens) + NEDD8-activating enzyme E1 regulatory … | 360,000 compounds, 0.58% hits; in the data active = inhibition above about 36%
An asterisk follows results filed as active; i = inactive; nt = not tested or not shown.

SMILES	CendR NRP1 mod	Scp-1 inhibitor	SKN-1 block	LMPTP block	DNMT1 inh	NadD block	TbMetRS inhib	SUMO1 PPI mod	STEP block	Neddylation inh
COc1ccccc1-c1nnc(SCC(=O)Nc2ccc3[nH]c(=O)[nH]c3c2)n1N	-6.6	-5.8	-2.4	-0.5	0.8	-3.9	-0.2	-1.1	0.1	i
COC(=O)C(=C/C(C)=C/c1cccnc1)C(=O)OC	-6.0	-10.4	13.1	-2.0	-1.2	0.7	-0.2	-3.3	1.9	i
CCN(CC)c1ccc(S(=O)(=O)N2CCOCC2)cc1NC(=O)COC(=O)/C=C/c1ccco1	-10.8	12.3	3.2	1.3	8.2	16.2	0.1	-7.8	0.2	i
COc1ccc(-c2csc(Cc3nnc4n3CCCCC4)n2)cc1	8.4	-3.1	7.7	-1.8	1.0	1.5	0.1	-1.6	3.2	i
Cc1noc(C)c1C(=O)NCc1cccs1	-1.6	-4.4	1.3	-1.2	-0.4	10.3	-0.9	-4.6	-2.8	i
Cn1c(=O)[nH]c(=O)c2c1nc(SCCC(=O)O)n2Cc1cccc(Br)c1	-5.7	-2.0	-5.1	-3.3	4.1	2.9	-1.0	6.1	-3.6	i
O=C(CN1C(=O)NC2(CCCC2)C1=O)Nc1ccc(F)c(F)c1F	-5.7	-6.8	14.5	-1.1	-4.2	1.1	-0.2	-2.1	-2.4	i
Cc1ccc2nc(COC(=O)c3ccc(Cl)nc3)cc(=O)n2c1	3.1	2.6	10.4	-0.5	-4.3	-4.1	-0.2	-26.9	2.2	i
O=C(NCC1CCCO1)c1ccc(-c2cccc(C(F)(F)F)c2)o1 (stereo not drawn)	0.4	-4.7	9.6	0.2	0.7	0.5	-0.1	-5.0	0.1	i
Cn1c(SCc2cc(=O)[nH]c3ccccc23)nnc1-c1ccc(Br)cc1	5.6	-2.2	8.7	1.3	0.4	-3.1	-0.1	1.2	3.7	i
Cc1ccc(NC(=O)CCC(=O)NNS(=O)(=O)c2ccc(Cl)cc2)cc1C	5.7	-4.8	-2.3	0.6	0.1	-7.4	-0.4	3.4	0.5	i
Cc1cc(OCCCCCNCCO)cc(C)c1Cl	-0.3	-7.7	-1.1	-1.1	-4.9	-8.7	-0.3	3.1	-0.8	i
COc1ccc(C(=O)N2CCN(C(C)=O)CC2)cc1S(=O)(=O)NCc1ccc(Cl)cc1	14.6	-9.2	-17.1	-0.4	0.9	-9.9	0.2	0.4	-3.7	i
Cc1ccc(OCC(=O)NCCO)c(Br)c1	-11.6	-3.0	0.1	-1.7	0.8	0.9	-0.4	1.7	2.4	i
CCOC(=O)N1CCC(NC(=O)C2CCN(S(=O)(=O)N3CCCC3)CC2)CC1	2.1	-2.7	7.3	-1.1	5.6	1.7	0.4	1.2	0.1	i
CC12CN(C(=S)Nc3ccccc3)CC(C)(CN(C(=S)Nc3ccccc3)C1)C2=O	-0.5	-0.8	3.7	-0.4	0.1	-3.0	-1.1	2.5	-3.4	i
CC(C)c1ccc(NC(=O)C2CCN(S(C)(=O)=O)CC2)cc1	-0.3	-7.6	0.7	0.5	-1.0	-6.2	-0.4	-1.4	-1.1	i
Cc1cc(C)n(/N=C/c2ccco2)c(=O)c1C#N	2.9	20.4	-0.3	0.8	10.0	-1.3	-1.7	3.8	1.1	i
N#CC1(Nc2ccc(-c3ccc(NC4(C#N)CCCC4)cc3)cc2)CCCC1	1.1	7.1	5.8	0.1	-14.0	-0.5	-0.3	12.9	-3.4	i
COc1ccc(NC(=O)c2cccs2)c([N+](=O)[O-])c1	1.5	-3.0	21.3	0.4	0.9	-7.1	-0.9	-24.2	-2.3	i
O=C(Nc1ccc(Cl)cn1)c1ccc([N+](=O)[O-])o1	-5.5	-1.3	2.3	0.1	3.1	-5.6	0.7	-5.6	-1.6	i
CCOC(=O)CSc1nnc(Cn2nnc3ccccc32)n1-c1ccc(F)cc1	5.7	-7.2	-7.8	-0.4	0.5	-2.8	-0.7	24.8	-0.7	i
Cc1cc(=O)oc2c(C)c(OC(=O)c3ccco3)ccc12	3.6	-7.1	4.5	-1.3	5.4	-8.2	-0.6	1.7	-0.1	nt
Cc1cc(C)nc(SCCn2c(N3CCCCC3)nc3c2c(=O)n(C)c(=O)n3C)n1	-2.8	-5.0	5.0	1.2	1.4	-3.8	0.3	-2.0	2.9	i
Cc1cccc(N2CCN(Cc3nc(C4CC4)no3)CC2)n1	-3.8	-8.4	1.1	1.3	2.2	-5.0	0.2	1.3	4.0	i

Complete entries, quoted from the list. Order of screens: CendR NRP1 mod | Scp-1 inhibitor | SKN-1 block | LMPTP block | DNMT1 inh | NadD block | TbMetRS inhib | SUMO1 PPI mod | STEP block | Neddylation inh
Cc1ccc2nc(COC(=O)c3ccc(Cl)nc3)cc(=O)n2c1 across the screens: 3.1 | 2.6 | 10.4 | -0.5 | -4.3 | -4.1 | -0.2 | -26.9 | 2.2 | i
Cc1cc(C)nc(SCCn2c(N3CCCCC3)nc3c2c(=O)n(C)c(=O)n3C)n1 across the screens: -2.8 | -5.0 | 5.0 | 1.2 | 1.4 | -3.8 | 0.3 | -2.0 | 2.9 | i

The listing continues.
SMILES	CendR NRP1 mod	Scp-1 inhibitor	SKN-1 block	LMPTP block	DNMT1 inh	NadD block	TbMetRS inhib	SUMO1 PPI mod	STEP block	Neddylation inh
O=c1oc(=S)oc2c1[C@H](c1ccc(Cl)cc1)O[C@H](C1CCCC1)C2	5.7	nt	-7.1	2.1	nt	2.3	-0.8	-2.9	nt	i
CC(=O)c1ccc(N2CCN(S(=O)(=O)c3c(C(=O)N4CCCC4)c(C)n(C)c3C)CC2)cc1	-1.2	-2.4	-16.8	-0.7	1.9	-2.1	-0.5	-1.3	-1.4	i
CCOC(=O)N1CCC(NC(=O)c2ccc(CS(=O)(=O)c3c(Cl)cccc3Cl)o2)CC1	-2.5	-4.1	-10.5	-0.3	-0.2	2.2	-1.0	4.0	2.9	i
COc1ccc(CCNc2ccc(S(=O)(=O)N3CCN(C)CC3)cc2[N+](=O)[O-])cc1	-6.2	1.3	8.6	0.9	-2.3	-8.8	-0.2	-33.7	1.3	i
Cc1c(C(=O)N(C)CC(=O)Nc2cccc(F)c2)oc2c(Cl)cccc12	-5.8	-6.1	-7.2	-0.5	1.9	-10.0	-0.1	0.2	-2.8	i
CCc1ccc2oc(=O)cc(CN(C)Cc3ccccc3)c2c1	4.0	2.6	7.0	0.6	-2.1	0.8	-0.5	-1.1	5.9	i
O=C(NCCc1cn2ccccc2n1)C1CCCCC1	18.5	-1.2	7.3	1.4	5.8	-5.2	-1.3	1.2	-5.7	i
CCn1c(SCC(=O)NC2CC2)nc2ccccc21	-7.1	nt	-3.0	-0.8	3.8	1.4	-0.2	4.9	-2.9	i
COc1ccc(S(=O)(=O)NCCSCc2cccc(C)c2)cc1Br	11.6	-13.9	16.2	2.5	-4.4	1.7	0.0	7.4	2.5	i
COc1cc(OC)c(C(=O)COc2ncnc3ccccc23)c(OC)c1	-1.4	0.0	-8.9	-0.9	2.6	-4.2	-0.1	0.5	0.7	i
Cc1cc(Cl)ccc1NC(=O)c1ccc2c(c1)OCO2	-6.4	8.0	2.4	0.1	-1.5	-4.8	-0.3	-0.7	-1.5	i
Cc1ccc(C(=O)Cn2nc(C)c([N+](=O)[O-])c2C)c(C)c1	11.7	-2.9	-19.3	-0.8	1.5	-2.6	-1.2	2.1	-1.2	i
O=C(Nc1ccc(Cl)cc1)OCc1cc(-c2ccccc2Cl)on1	3.5	-1.9	-18.1	3.8	-0.3	2.3	-0.2	5.0	1.9	i
CS(=O)(=O)N1CCCC(C(=O)Nc2ccccc2Cl)C1 (stereo not drawn)	9.0	0.1	-4.2	-0.5	2.2	-8.5	-0.4	1.8	0.5	i
Cc1nc2ccccc2n1S(=O)(=O)c1cc(C(=O)O)ccc1Cl	-3.7	-7.3	-4.9	-2.4	1.9	-2.6	-0.7	12.8	-4.9	i
CCCCc1nc(SCC(=O)N2CCCCC2)c2c(=O)n(C)c(=O)n(C)c2n1	5.1	-8.6	0.7	-0.8	1.2	1.0	-0.5	3.7	1.3	i
CCOc1ccccc1N(CC(=O)Nc1ccccc1C(=O)N1CCCC1)S(C)(=O)=O	8.0	4.0	12.6	-0.7	0.3	0.7	-0.1	-0.8	-1.1	i
CN(C)C1(CNC(=O)c2cccc(S(=O)(=O)Nc3ccc(Br)cc3)c2)CCCCC1	2.3	-6.8	4.6	-5.4	-8.1	-6.9	-0.6	-68.9	-1.4	i
CCOc1ccc(NS(=O)(=O)c2cc(C)c(C)cc2C)cc1	8.9	-7.0	5.1	1.4	-4.9	-2.1	-0.8	5.7	3.0	i
Nc1cc(-c2nc3ncccc3o2)ccc1Cl	4.5	-10.8	14.8	0.1	-5.5	-4.2	-0.6	-7.9	1.3	nt
O=[N+]([O-])c1ccc(Cl)c(CN2CCN(c3ncccn3)CC2)c1	-6.6	3.6	-10.0	-2.3	0.8	-4.2	-0.8	-21.0	-1.3	i
CCN(CC)C(=O)CSc1nc(O)cc(=O)n1C	3.0	-8.4	-4.1	-2.6	34.6	-7.6	-0.3	1.2	1.1	i
CN1CCc2cc(O)c(O)cc2C(c2ccccc2)C1 (stereo not drawn)	-3.1	-6.3	-5.8	-1.5	5.7	-4.2	-1.0	-3.1	-2.4	i
CCN(C(=O)COC(=O)c1ccccc1Cc1ccccc1)c1c(N)n(Cc2ccccc2)c(=O)[nH]c1=O	-9.2	-3.4	-16.1	-0.9	-0.9	2.5	-0.2	1.8	-2.0	i
CN1CCN(C(=O)c2cnc(Cc3c[nH]c4ccccc34)c(I)c2)CC1	6.9	nt	7.2	-1.6	-7.5	2.1	-0.4	25.1	9.5	i
CCOC(=O)C1CCN(C(=O)CCc2c(C)nc3c(-c4ccc(F)cc4)c(C)nn3c2C)CC1	-12.5	-3.4	1.3	0.1	0.9	-1.4	-0.1	-4.9	2.3	i
Cc1cccc(CSCCNC(=O)c2ccc(N(C)S(=O)(=O)c3ccccc3)cc2)c1	-6.2	-12.1	-2.9	5.9	-3.1	3.5	-0.4	-0.6	-1.0	i
